RXFP1 ag: RXFP1 (human) receptor agonism | actives 0.3% (n = 370,000) | HEK293T-RXFP1 cAMP TR-FRET, 30 min; response scale: percent of porcine relaxin response, buffer zero | AID 2676 | Potency, µM (series often up to 57.5 µM), without a hit: top-dose activation, most hits filed as activators; active means well fitted activation curve with a large enough effect; inconclusive means small, poorly fitted or top-dose-only effect; further: potency means the concentration at half of the fitted maximal effect; on the % scale 0 is the no-effect control and ±100 the full control effect; nearly all actives have a fitted effect of over 60% in size; many of its hits are not listed in these tables
Target sequence (Q9HBX9 whole entry, looked up): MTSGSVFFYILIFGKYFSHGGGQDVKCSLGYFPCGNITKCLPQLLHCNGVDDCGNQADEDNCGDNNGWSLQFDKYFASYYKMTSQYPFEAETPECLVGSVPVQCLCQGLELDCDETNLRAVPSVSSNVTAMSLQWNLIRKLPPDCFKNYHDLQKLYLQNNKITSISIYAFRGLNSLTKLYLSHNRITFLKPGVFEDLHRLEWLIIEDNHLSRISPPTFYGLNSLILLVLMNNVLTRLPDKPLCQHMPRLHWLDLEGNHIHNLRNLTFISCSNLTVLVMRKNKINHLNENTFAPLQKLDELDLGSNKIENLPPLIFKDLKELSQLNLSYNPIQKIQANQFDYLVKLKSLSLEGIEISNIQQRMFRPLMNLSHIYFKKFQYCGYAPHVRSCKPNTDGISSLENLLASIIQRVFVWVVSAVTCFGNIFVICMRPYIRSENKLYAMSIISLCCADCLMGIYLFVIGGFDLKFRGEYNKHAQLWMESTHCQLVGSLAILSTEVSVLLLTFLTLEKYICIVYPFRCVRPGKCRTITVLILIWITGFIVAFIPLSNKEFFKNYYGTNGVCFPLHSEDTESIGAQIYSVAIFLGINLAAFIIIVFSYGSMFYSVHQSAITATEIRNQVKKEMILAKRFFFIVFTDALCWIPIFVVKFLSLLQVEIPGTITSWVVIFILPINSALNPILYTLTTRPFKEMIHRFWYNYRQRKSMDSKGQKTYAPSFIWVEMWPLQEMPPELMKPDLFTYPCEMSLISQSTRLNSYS
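Agonist response is measured as cAMP accumulation in an RXFP1-transfected HEK293T line under PDE4 inhibition. Values are scaled between buffer-only and 29 nM porcine relaxin, and EC50s come from standard Hill equation fits.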
D1 antag: blocks dopamine activation of the human D1 receptor; HEK293 TREx D1 cells, calcium flux, dopamine EC80; hits give low values; P21728; AID 504652; actives 3.2% (n = 360,000); activity change, negative = inhibition, % at 10 µM; in the data active means activity change below about -30%; further: on the % scale 0 is the no-effect control and ±100 the full control effect
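Tetracycline-induced HEK293 T-REx cells with force-coupled D1 receptor were loaded with a no-wash calcium dye. Compound was added after a 10 s baseline and read kinetically for 180 s; EC80 dopamine was then added and calcium flux followed another 180 s.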
TRHR PAM: allosterically enhances the human TRH receptor; P34981; TRHR cells, fluo-8 calcium fluorescence, EC20 TRH enhancement; enhancement, % at 2 µM; actives 0.66% (n = 360,000); in the data active means enhancement above about 30%; further: 0% is about no effect
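TRHR-expressing cells loaded with fluo-8 calcium dye were read kinetically (ex 480/em 530) during compound addition, then stimulated with an EC20 of TRH (10 nM final). Enhancement of the Gq-mediated intracellular calcium response was scored.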
D2 PAM: D2 dopamine receptor (human) potentiation; HEK293 T-REx D2, calcium flux, EC20 dopamine potentiation; potentiation, % at 10 µM; actives 0.34% (n = 340,000);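 active means potentiation over 3 SD above the plate norm, cut at about 30% in these data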; further: 0% is about no effect
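Calcium flux readout, no-wash dye, 1 read/s. Inducible HEK293 Trex D2 line, overnight 30 C. Compound alone 180 s (agonist flags), then EC20 dopamine, another 180 s to score potentiation.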
D1 agonist: activates the human D1 dopamine receptor; P21728; HEK293 T-REx D1 cells, calcium flux, agonist mode; activation, % at 2 µM; actives 1% (n = 360,000); in the data active means activation above about 30%; further: 0% is about no effect
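Agonism was scored from calcium flux recorded over 180 s (1 read/s) after pintool compound addition, following a 10-cycle baseline. Cells were inducible force-coupled HEK293 TREx D1, plated overnight at 30 C and loaded with no-wash calcium dye.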
D2 antagonist: antagonizes the human D2 dopamine receptor; P14416; HEK293 TREx D2 cells, calcium flux, dopamine EC80; inhibition, % at 10 µM; actives 2% (n = 340,000); AID 485344; in the data active means inhibition above about 30%; further: 0% is about no effect
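Read-out: kinetic calcium fluorescence (1 cycle/s) in inducible HEK293 T-REx D2 cells after an EC80 dopamine addition that followed 180 s compound preincubation. Loss of the dopamine response indicates antagonism.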
D1 PAM: human D1 dopamine receptor positive modulation; actives 0.036% (n = 360,000); HEK293 TREx D1 cells, calcium flux, dopamine EC20 potentiation; P21728; AID 504651; potentiation, % at 10 µM; in the data active means potentiation above about 30%; further: 0% is about no effect
RXFP1 antagonist: blocks the human relaxin receptor RXFP1 | Q9HBX9 | HEK293-RXFP1, relaxin-stimulated cAMP HTRF, 30 min; hits give low values | activity change, negative = inhibition, % at 57.5 µM | actives 0.59% (n = 350,000);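 active means activity change of -60% or lower, but not beyond a set lower limit; inconclusive means change between -60% and -40%, or beyond the set limit; inactive means change above -40%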; further: on the % scale 0 is the no-effect control and ±100 the full control effect
D2 agonist: agonists of human D2 dopamine receptor. HEK293 T-REx D2 cells, calcium flux agonist mode. activation, % at 2 µM. actives 0.53% (n = 340,000). AID 485358;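 active means activation over 3 SD above normal in the single-dose calcium agonist read, cut at about 30% in these data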; further: 0% is about no effect
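Tetracycline-induced HEK293 T-REx cells with force-coupled D2 receptor, plated overnight at 30 C, loaded with no-wash calcium dye. After a 10 s baseline, compound was pin-added and calcium flux read kinetically for 180 s; calcium rises flagged agonists.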
* marks the source's active call; other numbers are inactive results; ? = inconclusive; . = no result given. These rows are one share of the data; count on the stated rates, not on these rows.

Compound	RXFP1 antagonist	RXFP1 ag	D1 antag	D1 agonist	D2 agonist	D2 PAM	D2 antagonist	TRHR PAM	D1 PAM
CC1CC(C)CN(C(=O)c2ccc(NC(=O)c3ccc(=O)[nH]c3)cc2)C1 (stereo not drawn)	.	0.2%	6	-1	0.6	7	-21	-1	-5
O=[N+]([O-])c1ccc(S(=O)(=O)N2CCN(c3ccc(N4CCOCC4)nn3)CC2)cc1	-10	-0.3%	-8	0	0.1	-12	-15	-3	-4
Cc1cc(NC(=O)c2ccc(F)cc2)ccc1NC(=O)c1ccco1	-3	-1.3%	-11	-1	0.6	5	14	11	-8
CC1(CCC(=O)N2CCCC(Nc3ccc(F)cc3)C2)CC1 (stereo not drawn)	10	-0.1%	9	4	-0.1	-9	-28	-8	-3
O=C(NC1CCCCC1)C1CCC(=O)N(Cc2cccc(C(F)(F)F)c2)C1 (stereo not drawn)	-2	-1.6%	1	1	7.0	-8	0	1	2
COC(=O)CCCC1=CC2=CC(=O)C(C)(OC(=O)c3cccs3)C(=O)C2=CN1Cc1ccccc1 (stereo not drawn)	.	3.5%	-4	5	-0.4	9	-5	-2	-3
N#Cc1ccc(NC(=O)C2CC(c3ccc(F)cc3)=NO2)cc1 (stereo not drawn)	-16	0.4%	15	2	1.1	-8	5	0	6
O=C(c1ccc(=O)oc1)N1CCOCC1	.	1.4%	3	1	0.6	10	-23	2	-3
Cn1cccc1C(=O)C(=O)Nc1ccc(F)c(F)c1	7	0.0%	-11	0	-1.4	-1	2	-1	3
COc1cccc(NC(=O)CC2NCCNC2=O)c1 (stereo not drawn)	1	-0.4%	0	-1	0.5	10	.	-1	-5
Cc1nn(C)c(C(=O)NNC(=S)NCC(C)C)c1Cl	0	2.8%	-2	4	.	.	.	7	-2
COc1ccc(N(CCC(=O)O)S(=O)(=O)c2ccc(C)cc2C)cc1	-6	3.7%	1	2	-0.7	3	2	2	-5
COC(=O)C1CN(C(=O)COc2cc(C)c(Cl)c(C)c2)c2ccccc2O1 (stereo not drawn)	1	0.4%	-7	11	-0.2	6	-6	-6	0
Cc1c(S(=O)(=O)N2CCN(c3ccccc3)CC2)c(=O)n(C)c(=O)n1C	3	0.0%	-12	0	0.2	12	1	2	2
CN(CCOc1ccccc1)CC(=O)Nc1cccc(Br)c1	-30	0.0%	-24	2	2.9	-11	-14	3	-12
COc1ccc2nc(COC(=O)c3ccco3)c(C(C)=O)[n+]([O-])c2c1	-4	3.5%	10	3	.	.	.	9	-6
CCOc1cc(/C=C(/NC(C)=O)C(=O)O)cc(Cl)c1OCc1ccc(Br)cc1	3	-0.5%	-17	4	-0.7	10	24	-6	-2
CC(C)c1ccc(C(O)c2nc3ccccc3n2C)cc1 (stereo not drawn)	-5	-0.4%	-36*	11	-1.9	6	-12	3	2
CC1=CC(C)(C)NC(=O)N1c1ccc(C)cc1	-3	0.3%	18	5	0.2	-1	3	-1	-9
COc1ccccc1NC(=O)CN1CCN(S(=O)(=O)c2ccc(Br)cc2)CC1	.	-0.5%	-21	4	0.7	3	9	-3	-3

Brought forward from above: two compounds; new compounds follow.
Compound	RXFP1 antagonist	RXFP1 ag	D1 antag	D1 agonist	D2 agonist	D2 PAM	D2 antagonist	TRHR PAM	D1 PAM
CC1=CC(C)(C)NC(=O)N1c1ccc(C)cc1	-3	0.3%	18	5	0.2	-1	3	-1	-9
COc1ccccc1NC(=O)CN1CCN(S(=O)(=O)c2ccc(Br)cc2)CC1	.	-0.5%	-21	4	0.7	3	9	-3	-3
CCOC(=O)CSc1nc2c(sc3ccccc32)c(=O)n1Cc1ccc(C)cc1	.	6.7%	0	8	.	-12	.	-16	-4
COC(=O)C(Cc1ccccc1)NC(=O)c1ccc(NS(=O)(=O)c2ccc3[nH]c(=O)[nH]c3c2)cc1 (stereo not drawn)	-3	0.4%	-7	1	0.5	3	21	3	0
O=C(C(Cl)c1ccccc1)N1CCCC1 (stereo not drawn)	4	0.1%	7	3	.	.	.	8	-2
COc1ccc(NC(=O)CC(C)n2ccnc2)cc1 (stereo not drawn)	8	0.4%	-18	1	0.3	-4	7	-4	7
CC1CCN(S(=O)(=O)N2CCC(C(=O)NCCC3=CCCCC3)CC2)CC1	4	0.2%	-13	0	-0.4	4	10	1	-4
O=C(O)c1ccc(N2CCCCC2)cc1	-5	3.3%	19	6	0.5	0	8	-1	-1
NC(=O)CN(c1ccc([N+](=O)[O-])cc1)S(=O)(=O)c1ccccc1	-1	1.2%	-6	0	-0.1	-13	8	-3	-5
CN/N=C/c1ccc(C#N)cc1	5	2.3%	-2	2	1.3	2	29	1	-6
CO[C@H]1C=CO[C@@]2(C)Oc3c(C)c(O)c4c(O)c(c5c(c4c3C2=O)NC2(CCN(CC(C)C)CC2)N=5)=NC(=O)C(C)=CC=C[C@H](C)[C@H](O)[C@@H](C)[C@@H](O)[C@@H](C)[C@H](OC(C)=O)[C@@H]1C	.	-2.5%	-13	0	-0.4	-10	-18	-2	2
COc1ccc(N(C)C(=O)NCc2noc3ccc(C)cc23)c(OC)c1	-7	2.1%	0	3	.	4	.	6	-1
O=C(NCCOc1ccccc1)c1ccc2n[nH]nc2c1	3	-0.9%	-25	4	0.9	-3	-8	2	2
O=C1N=C(N2CCN(c3ccccc3)CC2)S/C1=C/c1cccs1	-30	0.6%	-19	0	.	.	.	-10	-2
COc1ccc(CNC(=O)CN2C(=O)C(C)N(c3ccc(C)cc3)C2=O)cc1 (stereo not drawn)	.	1.9%	-1	4	0.1	-5	0	-3	-1
c1cnc(Nc2nc(-c3ccc4ccccc4c3)cs2)nc1	14	0.6%	-8	2	0.3	-1	-7	-9	0
O=[N+]([O-])c1ccc(-c2ccc(/C=N/O)o2)cc1	-8	2.2%	9	2	-0.9	-4	3	6	0
COc1ccc(CCNC(=O)C2CCN(S(=O)(=O)N3CC(C)CC(C)C3)CC2)cc1OC (stereo not drawn)	-6	2.4%	-21	4	0.9	-5	-13	-3	-10
Cc1cc(N2CCC(C(=O)Nc3ccc(F)cc3F)CC2)n2nc(C)c(-c3ccc(Cl)cc3)c2n1	.	?	-2	2	0.2	5	.	8	-1
COCCCN(C(C)=O)c1nc(-c2ccccc2)cs1	2	-0.3%	2	4	-1.7	1	-1	6	-4
COc1ccc(-c2nc(CN3CCN(c4cc(C)nc(C)c4)CC3)c(C)o2)c2ccccc12	-8	-0.7%	-1	2	-0.4	9	2	-7	2
COc1ccc(C2C(C#N)C(C#N)N3CCCN23)cc1 (stereo not drawn)	4	-0.4%	-21	1	0.9	-9	16	4	-8
O=C(Nc1cccc(NC(=O)C2CCCO2)c1)c1ccco1 (stereo not drawn)	-10	1.6%	4	17	-1.1	-2	12	-1	7
Clc1ccc(-c2nnc3sc(-c4ccc(Br)o4)nn23)cc1	.	4.4%	-4	0	0.4	.	-5	-5	-1
N/C(=N\OC(=O)Cc1ccc([N+](=O)[O-])cc1)c1ccc([N+](=O)[O-])cc1	0	7.1%	-5	3	-0.1	-2	13	-7	-5
COc1ccc(S(=O)(=O)N2Cc3ccccc3CC2C(=O)N2CCOCC2)cc1OC (stereo not drawn)	2	0.5%	4	2	0.0	-3	-9	2	-4
c1ccc(CSc2nnc3c4ccccc4c4ccccc4c3n2)cc1	.	0.1%	5	1	-0.5	-7	5	2	3
CCn1c2ccccc2c2nc3cc(OC)c(OC)cc3nc21	-7	7.5%	-17	0	2.4	11	-4	-4	2
Cc1c(C(=O)NCCc2ccc(S(N)(=O)=O)cc2)sc2nc3n(c(=O)c12)CCCC3	-23	0.1%	3	5	-1.2	-7	.	-2	1
O=C(NC1CCCC1)C1CCCN1S(=O)(=O)c1cccc2cccnc12 (stereo not drawn)	.	0.1%	-34*	1	-2.0	14	-4	-4	-5
CC(C)C(=O)Nc1ccccc1N1CCN(S(C)(=O)=O)CC1	-13	2.6%	-10	3	-0.2	3	-14	3	-1
Cc1cc(C)c2c(CCl)cc(=O)oc2c1	-7	4.5%	10	-2	1.4	-10	-9	7	0
CC(C)c1ccc(NC(=O)c2cc(S(=O)(=O)NCC3COc4ccccc4O3)ccc2F)cc1 (stereo not drawn)	-6	1.9%	-15	7	-0.5	1	13	4	2
Cc1ccc(CN(Cc2ccco2)C(=O)COc2c(C)cc(C)cc2C)cc1	.	-3.0%	7	15	.	-7	.	6	12
NC(=O)CSc1cn(Cc2ccccc2)c2ccccc12	-1	1.5%	-2	13	-1.0	5	2	-9	-2
COc1ccccc1-n1ccnc1SCC(=O)NCc1ccco1	1	-1.1%	-2	2	0.1	-13	12	6	-4
CCc1nnc(NS(=O)(=O)c2ccc(N3C(=O)c4ccccc4C3=O)cc2)s1	-14	5.6%	-7	2	-1.2	8	-12	7	2
C(=N\Nc1nc(Nc2ccccc2)nc(Nc2ccccc2)n1)/c1ccncc1	-61*	-1.0%	-3	6	0.2	-1	-10	2	3
CCCCc1c(C)nc2cc(-c3ccco3)[nH]n2c1=O	-13	0.2%	-1	1	-1.3	1	-2	-14	-5
Cc1nn(CC(=O)N2CCC(N3CCCCC3)CC2)c(=O)c2c1sc1ccccc12	0	2.0%	-1	-1	-0.1	-2	-8	-4	-4
Cc1ccc(S(=O)(=O)Nc2ccccc2F)cc1C(=O)NCc1ccco1	-23	1.4%	15	1	-0.5	-3	-5	1	3
COc1cc(NC(=O)C2CCCCC2)c(OC)cc1NC(=O)CN1CCCCC1	-10	-0.8%	4	1	-0.3	5	-4	7	0
O=C(Nc1cnn(C23CC4CC(CC(C4)C2)C3)c1)c1cc(-c2ccccc2)on1	9	0.5%	1	5	0.5	-3	7	-1	-4
COc1ccc2cc(C3(C)NC(=O)N(CC(=O)NCc4ccco4)C3=O)ccc2c1 (stereo not drawn)	-4	1.6%	-8	0	0.2	15	-3	-5	-3
CCOc1ccc(-c2cc3c(=O)n(Cc4nc(-c5ccccc5OCC)oc4C)ccn3n2)cc1Cl	.	1.9%	6	2	-0.1	4	.	-6	1

Rewritten with two lines to a compound: 2 of the compounds above.
Each structure is followed by: RXFP1 antagonist, RXFP1 ag, D1 antag, D1 agonist, D2 agonist, D2 PAM, D2 antagonist, TRHR PAM, D1 PAM
- COc1cc(NC(=O)C2CCCCC2)c(OC)cc1NC(=O)CN1CCCCC1
    -10, -0.8%, 4, 1, -0.3, 5, -4, 7, 0
- O=C(NC1CCCC1)C1CCCN1S(=O)(=O)c1cccc2cccnc12 (stereo not drawn)
    ., 0.1%, -34*, 1, -2.0, 14, -4, -4, -5

Assay outcomes: PubChem BioAssay, National Center for Advancing Translational Sciences (NCATS)
